DYRK1A inh – blocks rat Dyrk1A kinase activity; Q63470; ADP-Glo luminescence, NFATc1 peptide; inhibition, % at 12.5 µM; actives 0.43% (n = 310,000); in the data active = inhibition above about 50%;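 also: plate controls were vehicle with enzyme for no effect and no enzyme for full effect; many of its hits are not listed in these tables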
Starred values were filed as active, the others as inactive. These rows are one share of the data, so the mix of outcomes need not match the whole.

What do the screens show for `O=[N+]([O-])c1ccc(COc2ccccc2CN2CCCCC2)cc1`?
DYRK1A inh: 16

What do the screens show for `CCCCN([C@H](CO)C(C)C)S(=O)(=O)c1ccccc1Br`?
DYRK1A inh: 3

Results for c1ccc2sc(N3CCCCC3)nc2c1 ?
DYRK1A inh: -2

Results for CC(=O)c1ccc(S(=O)(=O)Nc2ccc(C(=O)NC3CC3)cc2)cc1 ?
DYRK1A inh: -5

Results for Cc1ccc(NC(=O)C2CCN(S(=O)(=O)c3ccc(C(C)(C)C)cc3)CC2)cc1S(=O)(=O)N1CCOCC1 ?
DYRK1A inh: -2

Results for NC(=O)c1ccc(NC(=O)COC(=O)CCCOc2ccccc2)cc1 ?
DYRK1A inh: -2

Results for COc1ccccc1NC(=O)CN1CCN(c2ccc(F)cc2)CC1 ?
DYRK1A inh: 9

Results for CC(=O)c1cccc(NC(=O)C(C)OC(=O)c2ccc(-n3cnnn3)cc2)c1 (stereo unspecified) ?
DYRK1A inh: -1

Results for CC1CC1C(=O)OCC(=O)Nc1cccc(Br)c1 (stereo unspecified) ?
DYRK1A inh: 4

How did O=CN1CCN(C=O)C(O)C1O (stereo unspecified) do in these assays?
DYRK1A inh: -1

Results for CC(=O)NC(Cc1c[nH]c2ccccc12)C(=O)OCC(=O)N1CCN(S(=O)(=O)c2ccc(Cl)cc2)CC1 (stereo unspecified) ?
DYRK1A inh: -5

Results for CN(C)C(=O)CCc1ccc2c3c([nH]c2c1)[C@]1(C)[C@@H](C(=O)N2CCCCC2)C[C@H](CC(=O)NCCc2ccccn2)C(=O)N1CC3 ?
DYRK1A inh: -4

How did N#C/C(=C/c1ccc(-c2ccc([N+](=O)[O-])cc2)o1)c1nnc(N2CCOCC2)n1-c1ccccc1 do in these assays?
DYRK1A inh: -3

How did OC[C@@H]1[C@@H](c2ccc(Cl)cc2)C(c2ccccc2)=NN1c1ccccc1 do in these assays?
DYRK1A inh: 6

Results for O=C(CCc1ccccc1)Nc1ccccc1OC(=O)c1ccccc1 ?
DYRK1A inh: -3

Results for O=C(Nc1cc(Cl)ccc1Cl)N1CCN(C(=O)Nc2cc(Cl)ccc2Cl)CC1 ?
DYRK1A inh: 0

How did CCCCCOc1ccc(C(=O)CCC(=O)NNC(=O)c2ccncc2)cc1 do in these assays?
DYRK1A inh: 3

Results for COC(=O)c1ccc(CNC(=O)Cn2cc(C)c(=O)[nH]c2=O)cc1 ?
DYRK1A inh: 9

What do the screens show for `CC(=O)Nc1cccc2cc(O)ccc12`?
DYRK1A inh: 28

How did NCC(=O)NCC(=O)NC1(C(=O)O)CCCC1 do in these assays?
DYRK1A inh: 1

Results for O=c1[nH]c(=O)n(CCCc2ccccc2)cc1-c1ccccc1 ?
DYRK1A inh: -1

What do the screens show for `Cc1ccc(O)c(CN(C)Cc2cc(C)ccc2O)c1`?
DYRK1A inh: 4

Results for O=C1NC(=O)/C(=C\c2ccc(Cl)cc2Cl)N1 ?
DYRK1A inh: 7

Results for Nc1ccc2c(c1)Cc1cc(N)c(Br)cc1-2 ?
DYRK1A inh: 3

Results for O=C(NCCc1ccc(F)cc1)c1ccc(S(=O)(=O)N2CCCCC2)cc1 ?
DYRK1A inh: 2

What do the screens show for `O=C1NC(=O)C(Cc2ccc(Cl)cc2)(c2ccccc2)N1` (stereo unspecified)?
DYRK1A inh: -3

What do the screens show for `CC(=O)N1CCN(C(=O)c2cc3c(s2)CCCC3)CC1`?
DYRK1A inh: -1

How did Cc1nnc(SC(C)C(=O)NC2CCCCC2)s1 (stereo unspecified) do in these assays?
DYRK1A inh: -6

How did CCNc1ncnc2[nH]ncc12 do in these assays?
DYRK1A inh: 7

What do the screens show for `Cc1ccc(C(=O)CCC(=O)OCC(=O)Nc2nnc(-c3ccccc3)o2)cc1`?
DYRK1A inh: -1

What do the screens show for `C[C@@H]1[C@H]2[C@@H]3CC[C@@H](C3)[C@H]2CN[C@H]1c1cn(Cc2ccccc2)c2ccccc12`?
DYRK1A inh: -3

Results for COc1cc2c(cc1OC)C1C(=O)c3cc(OS(C)(=O)=O)c(OC)cc3C1N(C)C2=O (stereo unspecified) ?
DYRK1A inh: 3

Results for CC(=O)Nc1ccc2c(c1)C(=Nc1cccc(C)c1)c1ccccc1-2 ?
DYRK1A inh: 25

What do the screens show for `Cc1c(C(=O)O)sc(S(=O)(=O)N2CCN(C(=O)Cc3ccccc3)CC2)c1C(=O)O`?
DYRK1A inh: -11

Results for CC(CNC(=O)CN(C)CC(=O)Nc1ccccc1Br)c1ccccc1 (stereo unspecified) ?
DYRK1A inh: -11

How did Nc1ccc2[nH]c(=S)[nH]c2c1 do in these assays?
DYRK1A inh: -6

What do the screens show for `O=C(OCC(=O)N1CCCCCC1)c1cnc(Cl)c(Cl)c1`?
DYRK1A inh: 2

What do the screens show for `CCCN1C(C)C(C(=O)OCC)=CN(Cc2cccc(I)c2)S1(=O)=O` (stereo unspecified)?
DYRK1A inh: 2

How did O=S1(=O)[C@H]2C[C@H](CO)O[C@@]2(CO)CN1Cc1ccc(-c2ccc(F)cc2)cc1 do in these assays?
DYRK1A inh: 0

How did CCCn1c(=O)c2ccccc2n2c(SCC(=O)c3cc(C)n(CCOC)c3C)nnc12 do in these assays?
DYRK1A inh: 9

How did COC(=O)c1ccc(C(=O)OC)c(NC(=O)C2CC(=O)N(C3CCCC3)C2)c1 (stereo unspecified) do in these assays?
DYRK1A inh: 28

What do the screens show for `O=[N+]([O-])c1ccc(NS(=O)(=O)c2ccccc2)c(Cl)c1`?
DYRK1A inh: -8

What do the screens show for `CCCCn1c(SCC(=O)NCc2ccc3c(c2)OCO3)nnc1C(CC)N(C)C` (stereo unspecified)?
DYRK1A inh: 0

How did c1ccc(COC2COC3C(OCc4ccccc4)COC23)cc1 (stereo unspecified) do in these assays?
DYRK1A inh: -4

Results for COc1ccc(C2CC(c3ccc(Cl)cc3)=NN2c2ccc(S(N)(=O)=O)cc2)cc1 (stereo unspecified) ?
DYRK1A inh: -2

What do the screens show for `O=C(NNC(=O)c1ccc2ccccc2n1)c1ccc(O)cc1`?
DYRK1A inh: 0

What do the screens show for `CCN(CC)C(CNC(=O)CSc1nnnn1-c1c(C)cccc1C)c1ccco1` (stereo unspecified)?
DYRK1A inh: -2

Results for CC(=O)Nc1ccc(NC(=O)c2ccc(-c3ccccc3Cl)o2)cc1 ?
DYRK1A inh: 8

Results for O=S(=O)(Nc1cccc(S(=O)(=O)N2CCCC2)c1)c1ccc(F)cc1 ?
DYRK1A inh: 0

Results for CC(C)NC1(C(N)=O)CCN(Cc2ccccc2)CC1 ?
DYRK1A inh: 3

Results for CN(CCc1ccccc1)C(=O)c1cccc(NC(=O)Cc2cccc(NC(=O)C3CCCN(S(=O)(=O)c4cccc([N+](=O)[O-])c4)C3)c2)c1 (stereo unspecified) ?
DYRK1A inh: -5

Results for CC(=O)Nc1c(Cl)cc2c(c1Cl)Cc1ccccc1-2 ?
DYRK1A inh: 3

What do the screens show for `O=C(O)c1cc([N+](=O)[O-])cc2ccccc12`?
DYRK1A inh: -1

How did COc1cc(OC)cc(C(=O)N(Cc2ccco2)c2c(N)n(Cc3ccccc3)c(=O)[nH]c2=O)c1 do in these assays?
DYRK1A inh: 2

How did CCCN(CC(=O)Nc1ccccc1OC)C(=O)c1ccc(S(=O)(=O)Nc2ccccc2OC)cc1 do in these assays?
DYRK1A inh: 0

How did CCN(C(=O)COC(=O)CCOc1cccc(C)c1)c1c(N)n(Cc2ccccc2)c(=O)[nH]c1=O do in these assays?
DYRK1A inh: 4

Results for CCOc1ccccc1N1CC(C(=O)NCCC2=CCCCC2)CC1=O (stereo unspecified) ?
DYRK1A inh: 0

How did N#Cc1ccc(CN2CCN(C(=O)CNC(=O)Cc3ccccc3)CC2)cc1 do in these assays?
DYRK1A inh: 4

Results for CN(C)c1ccc(C=NNC(=S)Nc2ccc(F)cc2)cc1 ?
DYRK1A inh: 1

Results for Cc1c(Cl)cccc1NC(=O)CNC(=O)CCCc1nc2ccccc2c(=O)[nH]1 ?
DYRK1A inh: 7

Results for O=C(NCCNC(=O)Nc1ccc(Cl)cc1)Nc1ccc(Cl)cc1 ?
DYRK1A inh: -2

Results for COC(=O)C1CCN(S(=O)(=O)c2ccc(Br)s2)CC1 ?
DYRK1A inh: 0

Results for O=C(/C=C/c1cccc(C(F)(F)F)c1)NNC(=O)c1ccncc1 ?
DYRK1A inh: 2

How did O=C(COC(=O)c1ccc(Br)o1)Nc1ccc(N2CCOCC2)cc1 do in these assays?
DYRK1A inh: 0

Results for Cc1cc2c(c(C)c1Br)C(c1ccc3c(c1)OCO3)CC(=O)O2 (stereo unspecified) ?
DYRK1A inh: 2

How did S=c1sscc1-c1ccccc1 do in these assays?
DYRK1A inh: 7

What do the screens show for `O=C(Nc1ccccc1Cl)NN1CCCCCC1`?
DYRK1A inh: 22

Results for CC(C)NC(=O)Nc1ccc2c(c1)C(=O)N([C@H](C)CO)C[C@H](C)[C@@H](CN(C)C(=O)NC(C)C)O2 ?
DYRK1A inh: 1

What do the screens show for `C(=Cc1cnnc2ccccc12)c1ccccc1`?
DYRK1A inh: 3

How did CC(C)(CC(=O)c1ccccc1)CC(=O)c1ccccc1 do in these assays?
DYRK1A inh: 0

Results for CC(=O)c1ccc(OCCCC(=O)Nc2ccc(C)c(S(=O)(=O)N3CCOCC3)c2)cc1 ?
DYRK1A inh: 6

How did CCOC(=O)c1[nH]c(C)c(/C(C)=N\O)c1C do in these assays?
DYRK1A inh: 2

Five records drawn at random from the list so far, as already listed:
How did CC(C)(CC(=O)c1ccccc1)CC(=O)c1ccccc1 do in these assays?
DYRK1A inh: 0

How did S=c1sscc1-c1ccccc1 do in these assays?
DYRK1A inh: 7

What do the screens show for `C(=Cc1cnnc2ccccc12)c1ccccc1`?
DYRK1A inh: 3

Results for Cc1cc2c(c(C)c1Br)C(c1ccc3c(c1)OCO3)CC(=O)O2 (stereo unspecified) ?
DYRK1A inh: 2

Results for O=C(NCCNC(=O)Nc1ccc(Cl)cc1)Nc1ccc(Cl)cc1 ?
DYRK1A inh: -2

7 compounds from above, ordered by length of the SMILES, smallest number first:
How did S=c1sscc1-c1ccccc1 do in these assays?
DYRK1A inh: 7

How did Nc1ccc2[nH]c(=S)[nH]c2c1 do in these assays?
DYRK1A inh: -6

How did NCC(=O)NCC(=O)NC1(C(=O)O)CCCC1 do in these assays?
DYRK1A inh: 1

Results for CC(=O)Nc1c(Cl)cc2c(c1Cl)Cc1ccccc1-2 ?
DYRK1A inh: 3

Results for COc1ccccc1NC(=O)CN1CCN(c2ccc(F)cc2)CC1 ?
DYRK1A inh: 9

Results for O=S(=O)(Nc1cccc(S(=O)(=O)N2CCCC2)c1)c1ccc(F)cc1 ?
DYRK1A inh: 0

Results for COc1ccc(C2CC(c3ccc(Cl)cc3)=NN2c2ccc(S(N)(=O)=O)cc2)cc1 (stereo unspecified) ?
DYRK1A inh: -2

(next part)
Results for CCOC(=O)c1ccc(N[C@@H]2CCN3C(=O)c4ccccc4[C@@H]3C[C@H]2O)cc1 ?
DYRK1A inh: -2

Results for COc1cc2c(cc1OC)C(Cc1ccccc1[N+](=O)[O-])=NCC2 ?
DYRK1A inh: 5

Results for Cc1cc(C)c(NC(=O)CN(C)CC(=O)N(C)CC(=O)Nc2c(Cl)cccc2Cl)c(C)c1 ?
DYRK1A inh: 4

What do the screens show for `COc1ccc2[nH]c3c(c2c1)CCN1C(=O)C(CC(=O)NCCC2=CCCCC2)C[C@H](C(=O)N2CCCCC2)[C@@]31C` (stereo partly specified)?
DYRK1A inh: -2

Results for COc1cccc([C@@H]2CC=C(C(=O)O)[C@H](c3ccc(C)cc3)N2S(=O)(=O)c2ccc(C)cc2)c1 ?
DYRK1A inh: 3

What do the screens show for `CC1CC(=O)Nc2ccccc2N1` (stereo unspecified)?
DYRK1A inh: 20

What do the screens show for `Cc1cc(NC2=CC(=O)C(=O)c3ccccc32)no1`?
DYRK1A inh: 14

How did CCN(c1ccccc1)S(=O)(=O)c1ccc(OC)c(NC(=O)c2cc(Cl)ccn2)c1 do in these assays?
DYRK1A inh: -4

Results for CCOC(=O)C1CCCN(C(=O)c2cc3ccccc3cc2OC)C1 (stereo unspecified) ?
DYRK1A inh: 2

How did Cc1cnc(C(=O)Nc2ccc(C)c(S(=O)(=O)N3CCCCCC3)c2)cn1 do in these assays?
DYRK1A inh: -3

What do the screens show for `Cc1cc(=O)[nH]c(N2CCCCC2)n1`?
DYRK1A inh: -1

How did C/C(=N\NS(=O)(=O)c1ccc(Br)cc1)c1ccc(-n2ccnc2)cc1 do in these assays?
DYRK1A inh: -1

How did CC1CCc2c(sc(NC(=O)c3noc4c3CCCC4)c2C(N)=O)C1 (stereo unspecified) do in these assays?
DYRK1A inh: 3

Results for C[C@@H]1CC=C[C@@H]2[C@H]1C(=O)N(Cc1ccccc1)[C@H]2c1cccc(C#Cc2ccccc2)c1 ?
DYRK1A inh: -1

What do the screens show for `CC(C)C[C@@H](CO)NS(=O)(=O)c1c(F)cccc1F`?
DYRK1A inh: 4

Results for CC(C)(C)CC(C)(C)c1ccc(O)c(Cc2ccc(Cl)cc2Cl)c1 ?
DYRK1A inh: -4

How did CCOc1cc(C=NN2CCCCCC2)ccc1O do in these assays?
DYRK1A inh: 3

Results for Oc1ccc2ccccc2c1CNc1ccc2ccccc2c1 ?
DYRK1A inh: -2

Results for CN(c1ccccc1)S(=O)(=O)c1cccc(C(=O)Nc2cccc(C(=O)NC3CC3)c2)c1 ?
DYRK1A inh: 4

How did CC[C@]1(C(=O)OC)[C@H]2C(=O)N(C)C(=O)[C@H]2[C@H]2CN(C)C(=NC3CCCCC3)N21 do in these assays?
DYRK1A inh: -6

How did CN(CC(=O)Nc1cccc(F)c1)C(=O)/C=C/c1ccc(S(=O)(=O)N2CCCCCC2)cc1 do in these assays?
DYRK1A inh: -5

Screening data as filed in PubChem BioAssay.
